TAG inh – inhibitors of triacylglycerol accumulation, primary screen, cell-based, uHTS, fluorescence, H9c2 | H9c2 cells, Nile Red lipid (TAG) fluorescence; cells loaded with 200 µM oleic acid | inhibition, % at 12.5 µM | hit rate 0.66% among 230,000;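 active means pattern-corrected inhibition of lipid staining of at least 50% with the nuclear-stain viability signal not falling by more than 50%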;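 further: 0% = DMSO wells and 100% = triacsin C control wells; some results filed as inactive read as strong as hits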
TAG inh DAPI viability – recorded beside TAG inh, whose call it bears; DAPI nuclei signal change (viability), lower = more cytotoxic, %;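 whole-well DAPI fluorescence read on a plate reader as a viability signal; minus 50 percent equals half of cells still viable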
Numbers without * were called inactive; i = inactive.

SMILES	TAG inh	TAG inh DAPI viability
Cc1c(NC(=O)C(C)N2CC(C)OC(C)C2)c(=O)n(-c2ccccc2)n1C (configuration not stated)	-0.2	-4.4
CC1=CC(=NOC(=O)/C=C/c2ccccc2)C=C(C)C1=O	11.7	-4.4
Cc1cccc(-c2noc(CN(C)C(=O)COc3ccccc3)n2)c1	14.7	3.1
Cc1cccn2c(=O)c(C=O)c(N3CCSCC3)nc12	3.3	1.3
COc1cccc(NC(=O)CN2C(=O)CSc3nc(C)cc(C)c32)c1	7.9	-0.3
Cc1ccc(N2CC(C(=O)Nc3ccccc3C(=O)NC3CCCCC3)CC2=O)cc1 (configuration not stated)	8.8	8.1
O=C(c1ccco1)N1CCN(C(c2ccc(Cl)cc2)c2nnnn2CC2CCCO2)CC1 (configuration not stated)	0.1	-14.6
NC(=O)c1ccccc1NS(=O)(=O)c1ccc(S(=O)(=O)N2CCCC2)cc1	1.4	-1.5
NS(=O)(=O)c1ccc(N2N=C(c3ccccc3)CC2c2ccccc2Cl)cc1 (configuration not stated)	-5.8	169.7
CN(C)c1ccc(C(=O)N=c2sccn2C)cc1[N+](=O)[O-]	18.0	-4.3
C/[N+]([O-])=C1\Cc2ccccc2C1=O	-5.0	-10.7
COc1ccc(Nc2nc3cc(C)ccc3cc2C#N)c(OC)c1	8.1	88.3
COc1ccc(C=NNc2ccc([N+](=O)[O-])cc2S(=O)(=O)Nc2ccccc2C(=O)O)cc1OC	2.4	-4.6
CC(C)Cc1nnc(NC(=O)c2ccc(S(=O)(=O)N3CCCC3)cc2)s1	8.1	-1.4
COc1ccc(SC[C@H](Cc2ccccc2)N2CC[C@@H](C(C)(C)C)CCC2=O)cc1	-23.7	-1.2
CCn1c(C)nc2cc(C(=O)NNS(=O)(=O)c3cc(Br)ccc3Br)ccc21	-3.6	3.3
O=C(OCC(=O)N1CCN(Cc2ccccc2)CC1)c1cc(Cl)ccc1[N+](=O)[O-]	-11.9	5.5
COc1cc(/C=C/C(=O)OCC(=O)Nc2cc(C)c(C)cc2[N+](=O)[O-])ccc1O	15.6	-3.0
CCOc1c(Cl)cc(CNCC(O)c2ccccc2)cc1OC (configuration not stated)	-2.5	1.3
Cc1ccc(C(=O)/C=C/N(C)C)cn1	-3.2	7.5
COc1ccc(S(=O)(=O)N2C[C@H]3CON(C)[C@H]3C[C@H]2c2cccc(Br)c2)cc1	4.9	-0.6
CCC(C)Sc1ccc([C@H]2N[C@@](Cc3ccccc3)(C(=O)OC)[C@H]3C(=O)N(CC)C(=O)[C@@H]23)cc1 (some centres not stated)	13.2	0.1
CN(CC(=O)Nc1ccc(F)cc1)C(=O)C1CCCC1	-12.1	-1.3
CN(C)c1cc(-c2cccc(C(F)(F)F)c2)oc(=O)c1Cl	11.1	-12.7
C[C@H]1CN([C@@H](C)CO)C(=O)c2cc(Br)cnc2O[C@H]1CN(C)C(=O)c1cnccn1	1.6	-10.4
More structures follow:
SMILES	TAG inh	TAG inh DAPI viability
COc1cc(C2/C(=C(\O)c3ccc4c(c3)CC(C)O4)C(=O)C(=O)N2CC2CCCO2)cc(OC)c1OC (configuration not stated)	11.2	1.4
CC(C1CC1)N(C(=O)c1ccccc1O)c1ccccc1 (configuration not stated)	12.9	10.6
Cc1ccc(CN2CCN(CC(=O)NCc3ccc(Cl)cc3)C2=O)cc1	-52.5	1.4
CCOP(C)(=O)C1(C(=O)OCc2ccccc2)CC1 (configuration not stated)	-8.1	0.0
CN(C)C(CNC(=O)CCCc1c[nH]c2ccccc12)c1ccco1 (configuration not stated)	-12.3	2.8
CCOC(=O)c1c(/N=C/c2ccc(OC)cc2O)sc2c1CCN(C)C2	7.8	-5.6
CN1CCN(c2ccc(C(F)(F)F)cc2NC(=O)c2ccco2)CC1	16.1	3.0
CN(c1ccccc1C(=O)Nc1cccc([N+](=O)[O-])c1)S(C)(=O)=O	7.6	4.6
CC1=C(C(=O)N(C)C)CC(CC(=O)NCc2ccco2)C(=O)N1CCC1=CCCCC1 (configuration not stated)	7.3	-8.6
Cc1ccc(NS(=O)(=O)c2cccc(C(=O)NNC(=O)c3cccn3C)c2)c(C)c1	-6.9	-1.6
CCCCN1C[C@H](CO)Oc2cccc(F)c2S1(=O)=O	7.8	-2.5
CC1CN(S(=O)(=O)c2ccc(C(=O)Nc3ccc(S(=O)(=O)N4CCOCC4)cc3)cc2)CC(C)O1 (configuration not stated)	-2.0	-3.3
CCn1ccnc1CN(C)C(=O)CCc1nnc(CCCc2ccccc2)o1	-0.8	-0.5
CC1CC(=O)C2=C(C1)Nc1nc3ccccc3n1C2c1cccnc1 (configuration not stated)	7.9	36.1
CCCC(=O)Nc1nc2ccc(NC(=O)c3ccccc3F)cc2s1	52.2*	-18.4*
CN1CCN(Cc2c(O)ccc3cc(-c4ccccn4)c(=O)oc23)CC1	0.9	i
Cc1ccc(C(=O)NCC(=O)OCC(=O)N(CC(C)C)c2c(N)n(Cc3ccccc3)c(=O)[nH]c2=O)cc1C	-3.0	-3.9
CN1CCN(NC(=O)c2ccc(S(=O)(=O)N3CC4(C)CC3CC(C)(C)C4)cc2)CC1 (configuration not stated)	9.0	8.1
Fc1cccc(NC(=S)Nc2cccnc2)c1	8.0	5.9
Cc1[nH]c2ccccc2c1C(=O)C(=O)N1CCN(C(=O)c2ccco2)CC1	-8.7	-7.5
CCN1C(=O)c2cccc3c(S(=O)(=O)Nc4ccncc4)ccc1c23	-10.9	11.6
Cc1ccc(-c2nc(=S)c3c(n2Cc2ccco2)CCCC3)cc1	3.1	12.6
O=C(CCc1ccccc1)N1CCN(S(=O)(=O)c2cccs2)CC1	-17.5	11.3
CC(C)N(C(=O)[C@H]1C[C@H](CC(=O)NC(C)(C)C)C(=O)N2CCc3c([nH]c4ccc(Cl)cc34)[C@]12C)C(C)C	39.5	-10.6
CCCCC1CCC(c2nc(-c3ccccn3)no2)CC1 (configuration not stated)	13.2	-12.8

Reprinted at random: 6 entries already listed, in no set order.
SMILES	TAG inh	TAG inh DAPI viability
CC1CN(S(=O)(=O)c2ccc(C(=O)Nc3ccc(S(=O)(=O)N4CCOCC4)cc3)cc2)CC(C)O1 (configuration not stated)	-2.0	-3.3
CCCCC1CCC(c2nc(-c3ccccn3)no2)CC1 (configuration not stated)	13.2	-12.8
COc1cc(C2/C(=C(\O)c3ccc4c(c3)CC(C)O4)C(=O)C(=O)N2CC2CCCO2)cc(OC)c1OC (configuration not stated)	11.2	1.4
CC(C)N(C(=O)[C@H]1C[C@H](CC(=O)NC(C)(C)C)C(=O)N2CCc3c([nH]c4ccc(Cl)cc34)[C@]12C)C(C)C	39.5	-10.6
CCOC(=O)c1c(/N=C/c2ccc(OC)cc2O)sc2c1CCN(C)C2	7.8	-5.6
Cc1ccc(CN2CCN(CC(=O)NCc3ccc(Cl)cc3)C2=O)cc1	-52.5	1.4

The list continues:
SMILES	TAG inh	TAG inh DAPI viability
O=C(NNC(=O)c1ccccc1C(F)(F)F)c1csc(N2CCOCC2)n1	8.1	-3.6
CC(=O)c1cnc(Nc2ccc(C)cc2)s1	-8.8	1.8
Cc1cccc(NC(=O)CNC(=O)Cn2cc(C(F)(F)F)cc(Cl)c2=O)c1C	16.8	0.0
Cc1ccc(OCC(=O)NCCc2nc3ccccc3[nH]2)c(C)c1	10.7	-8.4
N#CC1=C(N)Oc2n[nH]c(-c3ccc(F)cc3)c2C1c1cccnc1 (configuration not stated)	-10.6	1.1
Nn1c(CSc2nc3ccccc3o2)nnc1CSc1nc2ccccc2o1	-18.0	17.7
CCn1c(SCC(=O)OC(C)C)nnc1-c1ccccc1OC	0.0	0.1
CSC1=C(C#N)C(=O)NC(c2ccc(Cl)cc2)S1 (configuration not stated)	1.3	8.6
CCOC(=O)N1CCN(CCC(=O)Nc2cc([N+](=O)[O-])ccc2OC)CC1	-8.8	-8.3
COC(=O)N1C(=O)[C@@](c2ccccc2)(C2CCCC2)N1C(=O)OC	11.9	-2.1
Cc1cnc(NC(=O)c2ccc(F)c(S(=O)(=O)N3CCOCC3)c2)s1	-1.5	-2.2
CC(C)Oc1ccc(C(=O)NCC(=O)Nc2ccc3c(c2)CCC3)cc1	0.1	-2.1
O=S(=O)(c1cccc(-c2nnc(SCc3ccc(Cl)cc3)o2)c1)N1CCCCC1	-8.1	3.3
Nc1c(C(=O)c2ccc(Cl)cc2)oc2ccccc12	5.1	8.5
COc1cccc(-c2csc(NC(C)=O)n2)c1	-0.1	0.3
O=C(COc1ccc(Cl)cc1)Nc1nnc(C2=COCCO2)o1	-9.5	9.9
COC(=O)c1cc(NC2c3ccccc3C(=O)N2CCN2CCOCC2)cc(C(=O)OC)c1 (configuration not stated)	4.9	1.2
CCOC(=O)c1oc2nc3c(cc2c1N)COC(C)(C)C3	-3.7	-6.8
CCCn1c(N)c(C(=O)CN(C)CC(=O)Nc2ccccc2C(F)(F)F)c(=O)[nH]c1=O	10.3	-3.8
CC(C)Cn1cnc2c(SCc3ccccc3)nc(N)nc21	-18.1	5.1
CCCCN(C(=O)c1cc(=O)[nH]c2ccccc12)c1c(N)n(CCCC)c(=O)[nH]c1=O	3.1	0.8
O=C(N/N=C/c1c[nH]c2ccccc12)c1ccccc1	14.3	-3.6
Cc1nn(Cc2ccccc2Cl)c2sc(C(=O)NCCCn3ccnc3)cc12	-1.5	11.3
CCOC(=O)c1c(N)sc(C(=O)N2CCCC(C(N)=O)C2)c1C (configuration not stated)	4.4	-3.6
Fc1ccc(NC(=S)N2CCN(C/C=C/c3ccccc3)CC2)c(F)c1	16.3	0.4
Additional entries
SMILES	TAG inh	TAG inh DAPI viability
C#CCOCCOCCOCCNc1nc(N2CCN(C(=O)[C@H]([C@@H](C)O)n3cc(CCCCN)nn3)CC2)nc(N2CCN(C(=O)[C@H](Cc3ccc(O)cc3)n3cc(CCO)nn3)CC2)n1	-10.3	1.3
O=C(Nn1cnnc1)c1ccc(Br)s1	13.5	-4.7
CC(=O)Nc1cccc(-n2nnc(SCC(=O)Nc3ccc(F)c(Cl)c3)n2)c1	-3.9	-3.3
Cc1ccnc(NC(=O)c2ccc(NS(=O)(=O)/C=C/c3ccccc3)cc2)c1	-3.8	2.0
CN(CC(=O)NCCN1CCCCCC1)S(=O)(=O)c1cccc2nsnc12	-4.2	4.4
COc1cccc(C(=O)Nc2ccc3nc(N4CCOCC4)cc(C)c3c2)c1	18.7	-11.2
O=C(NCc1cccnc1)C(=O)NCC(c1ccco1)N1CCOCC1 (configuration not stated)	2.2	-0.9
O=C(O)c1ccc(C(=O)C(=O)c2ccccc2)cc1	2.2	-0.8
COc1ccc(OC)c(C(C)NC(=O)C(C)Cc2ccccc2)c1 (configuration not stated)	-3.9	2.1
CCOc1cc(C(=O)OCc2cc(=O)n3c(C)csc3n2)ccc1OC	-8.4	11.2
Cc1ccc(CCNC(=O)C2CCC(CNc3c(N4CCCC4)c(=O)c3=O)CC2)cc1 (configuration not stated)	6.7	-6.2
S=C(NCc1cccnc1)Nc1ccc(Cl)cc1Cl	-2.1	-3.1
O=C(CNC(=O)c1ccccc1F)N/N=C/c1cn[nH]c1-c1ccccc1	-0.5	-0.7
CCCSc1nc(SCC(=O)NCc2ccccc2)c2c3c(sc2n1)COC(C)(CC)C3 (configuration not stated)	63.1*	-8.5*
CC(C)c1ccc(NC(=O)c2ccccc2NC(=O)C2CCCCC2C(=O)O)cc1 (configuration not stated)	3.4	-2.2
CSc1ncc(C(=O)O)c(C)n1	26.5	-0.6
Cc1ccccc1-n1nnnc1SCC(=O)NNC(=O)c1ccc(NC(=O)CC#N)cc1	-9.5	-8.3
O=C(Nc1ccccc1)c1nnn(Cc2ccccc2)c1NC(=O)C(F)(F)F	-33.9	3.0
COC(=O)C1=C(C)NC(C)=C(C(=O)OC)C1C(=O)OCc1nnc(-c2ccccc2)o1	-24.0	4.2
O=C(O)C1CSC(CCc2ccccc2)N1 (configuration not stated)	-5.8	-4.3
COc1ccc(Cc2nc(C(=O)NCc3ccccc3OC)cs2)cc1	-18.6	-11.3
COCCn1nnnc1C(c1ccc(OC)c(OC)c1)N1CCN(c2nc3ccccc3s2)CC1 (configuration not stated)	5.7	-8.8
O=S(=O)(c1ccccc1)N1CCNc2ccccc21	-13.2	4.5
Cc1nn(-c2ccc(F)cc2)c2nc(N)c(C#N)c(-c3cccs3)c12	-136.4	-1.1
CCc1ccccc1NC(=O)N1CCc2ccccc21	2.4	-2.3

Next section, overlapping the part above by four compounds.
SMILES	TAG inh	TAG inh DAPI viability
COCCn1nnnc1C(c1ccc(OC)c(OC)c1)N1CCN(c2nc3ccccc3s2)CC1 (configuration not stated)	5.7	-8.8
O=S(=O)(c1ccccc1)N1CCNc2ccccc21	-13.2	4.5
Cc1nn(-c2ccc(F)cc2)c2nc(N)c(C#N)c(-c3cccs3)c12	-136.4	-1.1
CCc1ccccc1NC(=O)N1CCc2ccccc21	2.4	-2.3
CCC(C(=O)Nc1ccc(N2CCOCC2)c(S(=O)(=O)Nc2ccccc2OC)c1)c1ccccc1 (configuration not stated)	-7.6	-7.0
Cc1cc(C)c(C(=O)CSc2n[nH]c(=O)n2C2CC2)cc1C	15.3	-12.7
OC(c1ccc(F)cc1)(C1CCCCC1)C(CN1CCOCC1)c1ccccc1 (configuration not stated)	-0.9	4.3
O=C(NCCc1ccc(C(F)(F)F)cc1)C1CCC(=O)N(C2CC2)C1 (configuration not stated)	11.6	-4.8
O=C(CSC1CN(C(c2ccccc2)c2ccccc2)C1)N/N=C/c1ccc(Cl)cc1Cl	-0.7	-3.7
CN(CC1CCCN(CCc2ccc(Cl)cc2)C1)C(=O)c1ccoc1 (configuration not stated)	-0.5	-4.2
CN(C)CCCNC(=O)C[C@H]1C[C@H](C(=O)N2CCCCC2)[C@@]2(CCc3ccccc3)c3[nH]c4cc(CCC(=O)N(C)C)ccc4c3CCN2C1=O	-7.4	4.9

Source: PubChem BioAssay

The list is partial; rates above refer to the full screens.
